# Ins promoter up: insulin promoter activators in MIN6 cells, imaging, high-content screening, mouse beta cells. MIN6 insulin promoter-GFP reporter; stronger effect = higher value. z-score at 5 µM. hit rate 0.3% among 190,000. AID 1625, 2009;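 active means z-score above 3 at 5 µM with at least 500 cells counted in the well; inconclusive means wells under 500 cells, flagged as cytotoxic or low count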
# CSM14.1 death rescue: rescue of cells from ER stress-induced death, primary screen, 384-well, CSM14.1, thapsigargin, ATP luminescence (AID 1222); CSM14.1 thapsigargin-induced death rescue, ATP luminescence; higher % means a stronger effect; cellular ATP content (survival), % at 20 µM; hits with a dose series show EC50 in µM; 190,000 tested, under 10 active;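 active means EC50 below 50 µM in the dose-response confirmation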;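 further: death triggered by thapsigargin at about 15 µM added after 2 h compound pretreatment; cell ATP read after overnight thapsigargin exposure of roughly 18 to 22 hours; normalized against plate controls of thapsigargin alone and 5% DMSO vehicle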
# PMI inhibition: human PMI inhibitors, high substrate, primary screen, biochemical, fluorescence intensity, high mannose 6-phosphate (AID 1220); inhibition, % at 20 µM; hits with a dose series show IC50 in µM; Mannose-6-phosphate isomerase (Homo sapiens); hit rate 0.66% among 190,000; recombinant PMI enzyme, coupled fluorescence intensity; higher % means a stronger effect
# West Nile antiviral: West Nile virus antiviral activity, cell-based, CPE readout (AID 1621); West Nile virus-infected cells, CPE inhibition; higher % means a stronger effect; one-dose CPE inhibition, % at 10 µM; IC50 in µM for titrated hits; hit rate 0.02% among 290,000; in the data active means a potency from the dose series; inconclusive means CPE inhibition mostly from about 3.7% at the one dose, without a potency; inactive means the rest, 99 in 100 with CPE inhibition below about 2.2%; further: strong numbers were not always called active
# TNAP activators: human TNAP enzyme activators, primary screen, biochemical, luminescent, no phosphate acceptor, uHTS (AID 1001) | activation fold at 20 µM, or EC50 in µM where a hit was titrated | purified TNAP, luminescent activation assay, no phosphate acceptor; higher activation fold means a stronger effect | hit rate 0.03% among 200,000; in the data active means activation fold from about 3, or a potency from the dose series; inactive means the rest, 99 in 100 with activation fold below about 1.6; further: many of its hits are not listed in these tables
# human PMI inhibition: inhibitors of human PMI, primary screen, biochemical, fluorescence intensity, coupled assay (AID 1209) | inhibition, % at 20 µM; hits with a dose series show IC50 in µM | purified PMI enzyme, coupled fluorescence intensity; higher % means a stronger effect | hit rate 0.42% among 190,000 | Mannose-6-phosphate isomerase (Homo sapiens);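 further: plate controls were DMSO vehicle for no effect and wells lacking substrate for full effect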
# RSV CPE inhibition: RSV antiviral activity via CPE protection, HEp-2 cells, primary 10 µM value included (AID 2391); HEp-2 cells, RSV-induced CPE inhibition; higher % means a stronger effect; CPE inhibition, % at 10 µM; hits with a dose series show IC50 in µM; hit rate 0.13% among 310,000; in the data active means a potency from the dose series; inconclusive means CPE inhibition mostly from about 23% at the one dose, without a potency; inactive means the rest, 99 in 100 with CPE inhibition below about 21%; further: strong numbers were not always called active
# SV40 large T antigen: SV40 large T antigen inhibitors, biochemical (AID 1903); SV40 large T antigen ATPase/helicase inhibition assay; higher % means a stronger effect; one-dose inhibition, % at 20 µM; IC50 in µM for titrated hits; hit rate 0.39% among 310,000; in the data active means a potency from the dose series; inconclusive means inhibition mostly from about 32% at the one dose, without a potency; inactive means the rest, 99 in 100 with inhibition below about 32%; further: strong numbers were not always called active
# PhoP inhibition: inhibitors of PhoP regulon expression, primary screen, Salmonella Typhimurium, GFP reporter (AID 1863) | inhibition, % at 50 µM; hits with a dose series show IC50 in µM | S. Typhimurium PhoP-regulated promoter GFP reporter, 4 h; higher % means a stronger effect | hit rate 0.16% among 300,000;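 active means inhibition over 29.93%, a cutoff 3 SD above the screen mean, later confirmed by dose response; inconclusive means inhibition over 29.93% but no dose response follow-up; inactive means inhibition at most 29.93% or unconfirmed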;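 further: 0% = low Mg2+ inducing control and 100% = high Mg2+ repressing control; strong numbers were not always called active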
# Ins promoter up cell count: recorded beside Ins promoter up, whose call it bears; cell count; measured here: cytotoxicity, nuclei count;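 total cells summed across four imaged fields per well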
# The depositor's hits bear a star; ? = inconclusive; . = not tested or not shown. Unless noted, no stated cut-off is given here; in the data, active means inhibition above about 50%; inactive means the rest.
# A first look, two compounds:
SMILES,Ins promoter up,Ins promoter up cell count,CSM14.1 death rescue,PMI inhibition,West Nile antiviral,TNAP activators,human PMI inhibition,RSV CPE inhibition,SV40 large T antigen,PhoP inhibition
CC(=O)Oc1c(Cl)cc(Cl)cc1/C=C/c1ccc2ccccc2n1,-0.35,1608,0.2%,11%,2.1%,1.1,13%,-3.2%,6%,-4%
COc1ccc(/C=C/C(=O)Nc2nc(N)n(-c3ccccc3)n2)cc1,-0.5,1416,6.1%,-2%,-0.3%,1,-6%,5.0%,20%,-10%

# Main list, repeating the preview:
SMILES,Ins promoter up,Ins promoter up cell count,CSM14.1 death rescue,PMI inhibition,West Nile antiviral,TNAP activators,human PMI inhibition,RSV CPE inhibition,SV40 large T antigen,PhoP inhibition
CC(=O)Oc1c(Cl)cc(Cl)cc1/C=C/c1ccc2ccccc2n1,-0.35,1608,0.2%,11%,2.1%,1.1,13%,-3.2%,6%,-4%
COc1ccc(/C=C/C(=O)Nc2nc(N)n(-c3ccccc3)n2)cc1,-0.5,1416,6.1%,-2%,-0.3%,1,-6%,5.0%,20%,-10%
O=C(CNC(=O)c1cc2c(n(-c3ccccc3)c1=O)CCCC2=O)c1ccccc1,.,.,.,.,-0.1%,.,.,1.9%,9%,0%
NC(=O)c1cc(S(=O)(=O)N2CCOCC2)ccc1N1CCCC1,.,.,.,.,-0.2%,.,.,2.1%,11%,-6%
COc1cccc(/C=N/Nc2nc3ccccc3[nH]2)c1O,-2.3,883,.,.,?,.,.,3.4%,7%,-11%
Cc1cc(C)n2nc(C(=O)N(C)C(c3ccccc3)c3ccccc3)nc2n1,-0.73,1178,0.0%,-8%,-1.6%,1,-16%,0.1%,0%,-7%
CN(C)CCN(C(=O)c1ccc2c(c1)OCCO2)c1nc2ccc(Cl)cc2s1,-0.46,1274,0.6%,-14%,0.1%,1.1,-16%,-1.2%,10%,0%
COC1=NS(=O)(=O)c2ccccc21,-0.16,1250,0.6%,-14%,1.1%,1.2,-18%,0.6%,0%,3%
[O-]/[N+](=C\c1ccncc1)c1ccc(Br)cc1,-0.46,1233,-2.4%,-2%,-0.1%,1.1,-6%,3.4%,13%,3%
Cc1cc(-n2c(C)cc(C(=O)CSc3nc(N)cc(=O)[nH]3)c2C)no1,-2.1,812,.,.,0.2%,.,.,-0.9%,16%,-3%
Oc1ccc(-c2nccc(-c3ccccn3)n2)cc1,.,.,.,.,0.6%,.,.,1.2%,9%,2%
Cc1ccccc1-n1c(SCC(=O)N(C)C2CCS(=O)(=O)C2)nc2ccccc2c1=O (stereo not given),-0.16,1511,0.0%,-9%,0.7%,1.1,4%,1.3%,0%,2%
CC(C)(C)NC(=O)COc1ccc(CNc2ncn[nH]2)cc1,0.01,1419,0.2%,10%,0.3%,1.1,6%,-0.4%,-7%,2%
CC(C)(C)C1CCC(C(=O)OCC(=O)N2CCN(C(=O)c3ccco3)CC2)CC1 (stereo not given),0.03,1227,-0.9%,1%,0.2%,1.1,0%,-0.7%,-2%,0%
COc1ccc(C2C=C(c3cccs3)Nc3nc(CCCO)nn32)cc1 (stereo not given),5.8*,1292*,-1.0%,0%,0.3%,0.7,1%,8.4%,9%,-71%

# Just SV40 large T antigen, Ins promoter up cell count and CSM14.1 death rescue, for some of the entries so far:
Molecule | SV40 large T antigen | Ins promoter up cell count | CSM14.1 death rescue
COc1ccc(C2C=C(c3cccs3)Nc3nc(CCCO)nn32)cc1 (stereo not given) | 9% | 1292* | -1.0%
Oc1ccc(-c2nccc(-c3ccccn3)n2)cc1 | 9% | . | .
COC1=NS(=O)(=O)c2ccccc21 | 0% | 1250 | 0.6%
[O-]/[N+](=C\c1ccncc1)c1ccc(Br)cc1 | 13% | 1233 | -2.4%
O=C(CNC(=O)c1cc2c(n(-c3ccccc3)c1=O)CCCC2=O)c1ccccc1 | 9% | . | .

# Remaining list, next part
SMILES,Ins promoter up,Ins promoter up cell count,CSM14.1 death rescue,PMI inhibition,West Nile antiviral,TNAP activators,human PMI inhibition,RSV CPE inhibition,SV40 large T antigen,PhoP inhibition
CCOc1ccccc1N1CCN(Cc2cc3c(cc2[N+](=O)[O-])OCO3)CC1,.,.,.,.,-0.8%,.,.,1.0%,12%,5%
Cc1c(NC(=O)c2ccc(Cl)c(S(=O)(=O)N3CCOCC3)c2)c(=O)n(-c2ccccc2)n1C,0.01,1346,-0.4%,2%,0.1%,1.1,-6%,-1.0%,8%,-5%
COc1cccc(NC(=O)C2Cc3ccccc3CN2C(=O)c2ccco2)c1 (stereo not given),.,.,.,.,0.1%,.,.,-0.6%,10%,-1%
CCOC(=O)CNS(=O)(=O)c1c(C)noc1C,0.2,1840,-0.7%,21%,-0.2%,1.1,14%,0.6%,9%,20%
O=C(NCc1ccccn1)C(C(=O)c1ccc(F)cc1)n1ccccc1=O (stereo not given),.,.,2.1%,9%,-0.4%,1.3,7%,0.3%,6%,8%
CCOC(=O)CSC1=NC(=O)/C(=C\c2ccc(Cl)cc2)S1,0.86,1227,-1.8%,12%,1.8%,1.2,16%,50%,13%,-15%
Cc1ccccc1C(=O)N1CCN(c2ccc(NC(=O)c3cccc(OC(C)C)c3)cc2)CC1,.,.,.,.,0.4%,.,.,12%,18%,-4%
O=C(CN1CCOCC1)Nc1ccc(-c2nc3ccccc3[nH]2)cc1,0.64,1663,-1.5%,8%,0.4%,1.1,1%,0.0%,10%,14%
Cc1ccc(/C=N\NC(=O)c2ccc(Cn3cc(Br)c([N+](=O)[O-])n3)o2)o1,-0.08,1391,0.1%,0%,-0.4%,1.1,5%,3.6%,2%,-2%
O=C(CN1CCCCC1)NNc1nc(-c2ccccc2)c2cc(Br)ccc2n1,-0.73,1534,.,.,-0.5%,.,.,-0.4%,5%,-13%
COC(=O)c1ccc(NC(=O)CN(c2ccc(OC)cc2)S(C)(=O)=O)cc1,-1.4,1237,-2.8%,-2%,0.0%,1.2,2%,1.0%,-1%,-6%
CCOC(=O)Cc1csc(NC(=O)CCc2ccc(S(=O)(=O)N3CCOCC3)cc2)n1,-0.23,1298,4.3%,-2%,0.2%,1,-6%,11%,10%,2%
O=C(Nc1ccc2oc(-c3cccnc3)nc2c1)c1ccc([N+](=O)[O-])o1,0.22,1262,-2.9%,18%,0.1%,1,14%,.,13%,1%
O=C(NCc1n[nH]c(=S)n1-c1ccc(F)cc1)c1ccc(S(=O)(=O)N2CCCCC2)cc1,.,.,.,.,-0.7%,.,.,0.3%,8%,1%
CN1CCN(C(c2ccc(Cl)cc2)c2cc(Cl)c3cccnc3c2O)CC1 (stereo not given),.,.,.,.,2.3%,.,.,21%,25%,44µM*
Fc1ccccc1Cn1nnc2c(-n3ccnc3)ncnc21,.,.,-0.5%,-4%,-0.3%,1.1,-9%,1.2%,8%,0%
COc1ccccc1Nc1nc(-c2cccc([N+](=O)[O-])c2)cs1,-0.3,974,.,.,-0.9%,.,.,12µM*,3%,-6%
Cc1ccc(/C=C2\Oc3cc(OCC(=O)NN)ccc3C2=O)o1,.,.,.,.,-0.3%,.,.,1.2%,4%,4%
COc1cccc(NC(=O)Nn2cnnc2)c1,.,.,.,.,1.4%,.,.,1.7%,7%,0%
COc1ccc(CN2C[C@H](Cc3ccccc3)[C@@H](CC(=O)Nc3ccccc3)C2=O)cc1,.,.,.,.,-1.8%,.,.,43%,7%,1%
Cc1ccc2nc(NC(=O)c3ccc(N4C(=O)CCC4=O)cc3)sc2c1,0.37,1565,-1.1%,-76%,-0.4%,0.8,-71%,4.1%,13%,3%
COc1ccc(CCNC(=O)CNS(=O)(=O)c2cccs2)cc1OC,-1.1,948,5.7%,-4%,0.1%,1.1,1%,-0.9%,4%,-8%
Cc1cc(Cl)ccc1OCC(=O)NCCC(=O)O,-0.08,1293,0.4%,0%,0.1%,1.2,1%,-0.5%,8%,-1%
COc1ccc(CC(=O)N/N=C(\C)CC(=O)NCc2ccco2)cc1OC,0.38,1128,.,.,0.0%,.,.,.,15%,-7%
CC1=NN(C(=O)c2ccc(Br)cc2)C(O)(C(F)(F)OC(F)(F)F)C1 (stereo not given),1.4,1474,-2.1%,1%,.,1.1,0%,11%,-7%,-5%
COc1cccc(-c2ccc(NC(=O)C3CCCN(Cc4cnn(C(C)C)c4)C3)cc2)c1 (stereo not given),.,.,.,.,-0.9%,.,.,9.5%,12%,3%
O=C1CC2(CCN(C(=O)C(=O)c3c[nH]c4ccccc34)CC2)Oc2ccccc21,.,.,.,.,-1.6%,.,.,?,6%,1%
O=C(N/N=C/C=C\c1ccco1)c1ccccn1,-0.12,995,.,.,0.3%,.,.,1.4%,50%,.
CCn1c(CN2c3ccccc3Sc3ccccc32)n[nH]c1=S,1,1056,.,.,-0.8%,.,.,4.8%,5%,-10%
O=C(N/N=C/c1ccccc1[N+](=O)[O-])C(=O)N1CCCC1,0.27,1474,2.7%,0%,0.1%,1,3%,-0.6%,6%,-9%
Cc1nc2c(oc3ccccc32)c(=O)o1,4.2*,1147*,-2.0%,-9%,.,1.1,-4%,1.4%,11%,-8%
COC(=O)c1sc(N)c(C(=O)OC)c1COC(=O)CCNS(=O)(=O)c1ccc(C)cc1,0.15,1359,-0.3%,-1%,-2.0%,1,1%,9.3%,12%,-13%
CN(C)CCOc1ncnc2c1oc1ccccc12,-0.76,1021,-0.5%,-2%,0.0%,1.1,2%,-1.4%,2%,-2%
CCN(CC)C(=O)C1CCCN(C/C=C/c2ccccc2[N+](=O)[O-])C1 (stereo not given),.,.,.,.,-0.3%,.,.,1.4%,9%,-2%
COc1ccc2cc(CCl)c(Cl)nc2c1,-0.05,1630,0.9%,5%,-0.8%,1.1,-17%,3.4%,6%,5%
O=C(COC(=O)c1ccccc1Cc1ccccc1)NC1CCS(=O)(=O)C1 (stereo not given),.,.,.,.,0.1%,.,.,0.2%,0%,9%
Cc1ccc(CNC(=O)C(=O)NCC2OCCN2S(=O)(=O)c2ccc(Cl)cc2)cc1 (stereo not given),.,.,.,.,-1.7%,.,.,14%,6%,5%
CC1CCc2nc(/C(C#N)=C/c3cccnc3)sc2C1 (stereo not given),0.49,1215,-3.3%,20%,-1.0%,1,14%,15%,1%,-2%
Cc1ccc(-n2c(C)nc3c(cnn3-c3ccc(F)cc3)c2=O)cc1,.,.,-2.7%,3%,.,1.1,-4%,7.4%,6%,-9%
CN(C)/C=C(\C(=O)c1ccccc1)c1nnnn1-c1ccc(F)cc1,.,.,.,.,0.1%,.,.,-0.6%,22%,-2%
O=C(CNC1CC1)Nc1cc(C(F)(F)F)ccc1Cl,0.34,1376,.,.,-0.2%,.,.,0.6%,16%,-7%
CC(C)CNC(=O)c1ccc(Cl)c(Cl)c1,-0.02,1970,-0.9%,6%,0.1%,1.1,9%,5.5%,10%,10%
